proCasp7 act: counter-screen: procaspase-7 (human) activation | P55210 | activation, % at 8.5 µM | AID 463210 | actives 0.093% (n = 330,000) | recombinant procaspase-7, Ac-DEVD-pNA absorbance 405 nm; D23A/D198A/D206A triple mutant, cannot self-cleave; scale: DMSO 0, 5 µM enzyme 100;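 active means percent activation above the screen-wide mean plus 3 SD, cut at about 25% in these data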
Target sequence (P55210 whole entry D23A/D198A/D206A): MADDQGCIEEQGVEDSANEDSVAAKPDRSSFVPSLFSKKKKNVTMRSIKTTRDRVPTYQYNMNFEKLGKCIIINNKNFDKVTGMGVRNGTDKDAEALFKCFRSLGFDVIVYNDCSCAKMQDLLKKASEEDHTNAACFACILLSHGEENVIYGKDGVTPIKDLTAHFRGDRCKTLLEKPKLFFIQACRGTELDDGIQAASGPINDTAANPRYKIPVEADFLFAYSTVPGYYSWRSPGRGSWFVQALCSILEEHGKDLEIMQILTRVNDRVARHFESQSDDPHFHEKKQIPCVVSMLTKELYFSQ
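Assay system: Uncleavable procaspase-7 mutant enzyme; Input: 2 µM procaspase-7 mutant as dispensed; Also added: DEVD-pNA substrate; Medium: Zinc-free HEPES pH 7.4 with 300 mM NaCl, 0.01% Triton X-100; Timing: 1 h compound preincubation, 2 h substrate cleavage, 25 °C; Measured by: Epi-absorbance of released pNA at 405 nm, two timepoints.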
Fh CTSL1 inh: cathepsin L1 inhibition, PFM18AAP counter-screen | recombinant F. hepatica cathepsin L1, Z-Leu-Arg-MCA fluorescence | inhibition, % at 5.96 µM | actives 0.49% (n = 300,000) | AID 1906;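 active means inhibition above the mean of all tested compounds plus 3 SD, set per screening campaign, cut at about 17% in these data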;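 further: 0% = plate median of test compound wells and 100% = 1 µM Z-Phe-Ala-diazomethylketone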
Efflux pump mplx: antifungal efflux pump inhibition, Nile Red retention; S. cerevisiae Candida pump triplex; actives 0.44% (n = 330,000); inhibition, % at 10 µM; AID 485275;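 active means plate passing quality check with inhibition over a set limit, or well fluorescence over plate mean plus 4 SD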;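 further: Nile Red retained in pooled yeast measured as flow cytometry median fluorescence; 0% = buffer negative control and 100% = Enniatin B positive control; higher means more Nile Red kept so more efflux inhibition; some compounds called inactive have numbers as strong as hits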
procasp3 activ: procaspase-3 (human) activation. activation, % at 8.5 µM. AID 463141. actives 0.11% (n = 330,000). recombinant procaspase-3 D3A, Ac-DEVD-pNA absorbance 405 nm;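 active means activation above the mean of all tested compounds plus 3 SD, cut at about 21% in these data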;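 further: 0% = DMSO alone and 100% = DMSO wells spiked with extra 5 µM PC-3 D3A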
Target sequence (P42574 whole entry D9A/D28A/D175A): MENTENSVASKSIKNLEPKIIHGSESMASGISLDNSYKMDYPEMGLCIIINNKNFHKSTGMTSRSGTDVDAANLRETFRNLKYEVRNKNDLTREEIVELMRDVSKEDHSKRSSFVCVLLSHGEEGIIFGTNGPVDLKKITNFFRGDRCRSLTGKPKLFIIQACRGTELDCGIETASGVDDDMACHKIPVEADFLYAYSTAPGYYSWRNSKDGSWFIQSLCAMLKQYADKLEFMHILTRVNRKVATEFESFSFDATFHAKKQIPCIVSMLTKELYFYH
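System: Procaspase-3 D3A mutant. Medium: Zinc-free 300 mM NaCl, 50 mM HEPES, 0.01% Triton X-100. Schedule: 1 h preincubation plus 2 h reaction at 25 °C. Measured by: 405 nm absorbance of p-nitroaniline, reads at 0 and 120 min. Read-out: percent activation relative to control range.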
PP5 inh: PP5 (human) phosphatase inhibition. P53041. AID 1987. actives 0.18% (n = 320,000). purified PP5c, OMFP substrate fluorescence. inhibition, % at 6.7 µM;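 active means inhibition above the campaign's mean inhibition across all tested compounds plus 3 SD, cut at about 9.5% in these data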;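 further: 0% = DMSO only and 100% = 100 µM cantharidin control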
PP1 counter: counter-screen for PP5 inhibitors: inhibitors of human PP1-alpha. P62136. purified PP1alpha, OMFP fluorescence. inhibition, % at 6.7 µM. actives 0.9% (n = 320,000);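 active means inhibition above the mean inhibition of all tested compounds plus 3 SD, computed separately for each screening campaign, cut at about 15% in these data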
Target sequence (P62136 whole entry, looked up): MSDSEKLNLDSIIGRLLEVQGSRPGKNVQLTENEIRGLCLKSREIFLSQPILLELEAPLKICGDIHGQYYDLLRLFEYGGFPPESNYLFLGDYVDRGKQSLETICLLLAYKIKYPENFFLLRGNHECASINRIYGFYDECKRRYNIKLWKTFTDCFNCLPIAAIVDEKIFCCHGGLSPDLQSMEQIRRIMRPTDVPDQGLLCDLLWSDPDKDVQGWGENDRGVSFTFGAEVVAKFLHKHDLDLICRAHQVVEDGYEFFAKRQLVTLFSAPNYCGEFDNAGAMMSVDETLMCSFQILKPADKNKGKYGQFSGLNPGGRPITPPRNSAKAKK
HCV core dimer: HCV core protein dimerization inhibition | TR-FRET GST/Flag-core106 dimerization, 1536-well | inhibition, % at 5 µM | actives 0.33% (n = 300,000) | AID 1899;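 active means inhibition above the mean of all tested compounds plus 3 SD, set per screening campaign, cut at about 45% in these data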
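Assay system: GST-tagged and Flag-tagged HCV core protein residues 1-106 / Times: compound-protein-antibody incubation 4 h at 22.5 °C / Signal: time-resolved FRET, ex 340 nm, em 617 and 671 nm / Evaluation: % inhibition based on acceptor/donor emission ratio / Benchmarks: wells lacking GST-core106 and wells with excess unlabelled core106 / Repeats: singlicate, one well per compound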
GASC-1 inh: inhibitors of human GASC-1 (JMJD2C) demethylase; Q9H3R0; GST-JMJD2C(1-420) H3K9me3 demethylation, DELFIA europium; inhibition, % at 2.35 µM; actives 0.069% (n = 330,000); AID 2099;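 active means more than half of a compound's replicate wells show inhibition beyond 50%, single wells judged on their own value; inconclusive means some, but no more than half, of replicates pass 50% inhibition; inactive means no replicate passes 50% inhibition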;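 further: signal counts dimethyl H3K9 product captured on neutravidin plate; 0% = median of DMSO wells and 100% = 0.3 times that DMSO median; strong numbers were not always called active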
TPT1 inhibitor: blocks Candida albicans tRNA 2'-phosphotransferase; recombinant caTPT1, FP RNA substrate dephosphorylation; inhibition, % at 5 µM; actives 0.81% (n = 300,000);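 active means inhibition above the mean of all tested compounds plus 3 SD, set per screening campaign, cut at about 24% in these data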;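 further: plate controls were DMSO alone for no effect and ferristatin control at 100 nM for full effect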
* marks the source's active call; other numbers are inactive results; ? = inconclusive; / = not tested or not shown. Not a hit list; any-hit rate near 2.9%.

SMILES	proCasp7 act	Fh CTSL1 inh	Efflux pump mplx	procasp3 activ	PP5 inh	PP1 counter	HCV core dimer	GASC-1 inh	TPT1 inhibitor
CNc1nc2cc([N+](=O)[O-])c([N+](=O)[O-])cc2nc1NC	5.4	-2.0	-0.1	2.2	-0.2	-1.1	0.4	7.0	-27.9
O=C(CNC(=O)c1ccc(Cl)cc1)NC1CCCCC1	-6.1	-2.3	-0.1	2.4	4.5	-2.3	-2.5	3.3	-0.6
CCSc1ccccc1C(=O)Nc1cc(OC)c(OC)c(OC)c1	-3.4	3.7	-0.1	-8.3	-7.1	-2.3	-12.7	-26.8	-1.0
C(#CC1CCCC1)c1ccc2c(c1)COc1c3ccccc3nn1-2	-8.9	-4.3	0.4	1.0	-4.1	-3.6	-7.1	5.3	-3.6
CN(CC(=O)Nc1ccccc1Cl)C(=O)c1cccc(S(=O)(=O)N2CCN(Cc3ccccc3)CC2)c1	3.8	-3.8	0.0	13.7	1.1	-0.3	-8.0	5.9	-2.5
CCOC(=O)c1sc2ncn(C(CC)C(=O)OC)c(=O)c2c1C (configuration not stated)	-1.4	-2.5	0.0	1.7	2.5	-2.0	-1.2	-12.8	1.2
COc1cc2nc(COc3ccc(C#N)cc3)n(CC#N)c(=O)c2cc1OC	8.8	-1.1	0.0	10.6	1.8	-1.0	-3.2	-7.8	4.5
CCOC(=O)N1CCC(NC(=O)CS(=O)(=O)Cc2nc(-c3ccc(OC)cc3)oc2C)CC1	6.3	-1.4	0.0	-2.7	-0.6	0.1	-19.9	31.2	1.2
Cc1cccc(C(=O)N[C@H](C(=O)Nc2cccc(S(=O)(=O)N3CCCC3)c2)C(C)C)c1	-9.9	-1.9	0.0	-3.9	3.3	-1.0	2.4	-9.7	0.1
Nc1nc(-c2ccc(Cl)cc2)nnc1-c1ccc(Br)cc1	2.1	6.4	-0.1	-3.8	-2.3	-3.9	-0.1	-2.7	2.5
Cc1ccc2cc(/C=C(\C#N)C(N)=O)c(N3CCCCC3)nc2c1	-10.2	1.2	0.1	1.9	2.4	1.4	1.8	2.2	4.4
CCNc1c(NS(=O)(=O)c2ccc(F)c(Cl)c2)c(=O)oc2ccccc12	-1.3	1.3	0.0	-3.6	1.5	1.3	12.9	-7.8	-3.0
CCOc1ccccc1N1CCN(C(=O)c2cc(-c3cc(OC)ccc3OC)nc3ccccc23)CC1	16.6	0.7	0.1	1.3	3.9	0.6	35.0	-6.1	-1.1
COc1ccc(CCCc2nnc(SCC(=O)Nc3nccs3)n2C)cc1C	15.9	3.5	0.0	-0.3	0.7	-0.7	12.5	-2.1	1.4
Cn1ccnc1C1CCCCN1C(=O)c1cc(COc2ccc(F)cc2Cl)on1 (configuration not stated)	1.2	-3.2	-0.1	-0.7	0.5	-0.1	-0.6	-0.2	-1.7
CC(=O)N1c2ccccc2[C@H](C)[C@H]1C	2.4	/	-0.2	1.6	1.5	-2.8	/	6.8	/
Cc1ccc(NC(=S)c2ccc3ccccc3n2)c(C)c1	-23.1	-0.1	-0.1	-4.7	1.7	-0.5	-5.1	-1.2	-4.0
COc1cc(OC)cc(C(=O)NCc2ccc(-n3cccc3)cc2)c1	6.6	3.1	0.1	4.9	-1.1	0.6	1.4	-7.0	0.5
Cc1ccc(S(=O)(=O)c2c(COC(=O)c3ccccc3Cl)c(-c3ccccc3)nn2C)cc1	8.5	5.7	0.1	2.8	0.4	-0.4	2.7	-5.6	-1.6
O=C(COc1ccc(S(=O)(=O)N2CCOCC2)cc1)Nc1ccccc1F	1.5	-3.2	-0.1	0.1	0.3	-2.4	-7.5	-3.6	1.2

Random excerpt: two entries already listed.
SMILES	proCasp7 act	Fh CTSL1 inh	Efflux pump mplx	procasp3 activ	PP5 inh	PP1 counter	HCV core dimer	GASC-1 inh	TPT1 inhibitor
Cn1ccnc1C1CCCCN1C(=O)c1cc(COc2ccc(F)cc2Cl)on1 (configuration not stated)	1.2	-3.2	-0.1	-0.7	0.5	-0.1	-0.6	-0.2	-1.7
COc1ccc(CCCc2nnc(SCC(=O)Nc3nccs3)n2C)cc1C	15.9	3.5	0.0	-0.3	0.7	-0.7	12.5	-2.1	1.4

(further entries)
SMILES	proCasp7 act	Fh CTSL1 inh	Efflux pump mplx	procasp3 activ	PP5 inh	PP1 counter	HCV core dimer	GASC-1 inh	TPT1 inhibitor
COc1ccc(C)cc1NC(=O)CN1CCN(S(=O)(=O)c2ccc3ccccc3c2)CC1	4.3	/	0.1	0.8	2.9	10.5	/	16.8	/
COCc1cc(CN2CCCC(C(=O)Nc3ccc(-c4ccco4)cc3)C2)ccc1OC (configuration not stated)	-1.3	-0.8	0.2	-13.3	3.0	6.5	5.7	3.2	6.8
O=C(O)c1cccc(NC(=S)NC(=O)c2ccc3ccccc3c2)c1	-12.9	-0.2	0.2	-4.9	3.1	-0.7	3.8	-7.8	0.5
O=C(O)CCNC(=O)OCC1c2ccccc2-c2ccccc21	-1.4	-0.3	-0.1	4.2	1.5	-2.1	-6.1	-0.7	0.2
COc1ccccc1CNc1ccc(C(=O)O)cc1	9.1	1.9	-0.1	-4.4	0.3	0.6	-5.5	23.1	-3.4
Cc1nc(-c2ccc(S(=O)(=O)Nc3ccc(S(N)(=O)=O)cc3)cc2)co1	4.2	1.8	-0.1	0.4	-0.6	4.5	-6.2	-3.8	0.6
Nc1nc(CSc2ncn(-c3ccccc3)n2)cs1	1.3	-3.5	0.0	2.0	-0.5	2.8	-1.1	-3.4	-6.3
CCOC(=O)/C(C#N)=C1/CCCCCN1C	10.2	1.7	0.0	-1.6	0.3	-2.2	-0.3	1.9	-3.7
CCCCN(C)CCCNC(=O)Cn1c(=O)sc2ccccc21	4.5	6.8	-0.1	7.7	-0.1	0.6	-1.8	31.0	-0.8
C[C@H]1CC[C@]2(O[C@@H](CCO)C[C@H](O)[C@H]2O)O1	11.6	1.3	0.0	-4.3	-1.4	-0.6	-8.4	10.0	0.9
CCOC(=O)Nc1ccc2c(c1)Sc1ccccc1N2C(=O)CCN1CCOCC1	-2.1	0.5	0.2	7.0	3.2	-5.2	-7.2	-0.5	-1.8
N#Cc1cnc2nc(SCc3ccccc3)nn2c1	0.3	-0.2	-0.1	0.0	-0.5	-5.0	7.8	1.9	-1.4
Cc1cc(N)ccc1S(C)(=O)=O	1.1	-6.5	0.1	1.4	0.5	-19.7	-3.3	1.1	0.0
c1ccc2c3n(nc2c1)CCCCO3	-5.4	/	0.0	-6.2	1.0	-3.5	/	3.7	/
Cc1cc(C)nc(SCC(=O)NC2=NN=C(c3ccc(Br)cc3)CS2)n1	1.4	1.9	0.9	-8.0	-1.4	0.0	-8.2	2.8	-1.9
CC(=O)N1CCC(C(=O)Nc2ccc3c(c2)CCC3)CC1	-4.5	1.5	-0.2	-3.4	-1.3	-2.6	-6.0	?	-2.4
O=S(=O)(NCCc1ccccc1)c1ccc(Br)cc1	6.7	-0.4	0.0	-0.9	0.3	0.7	-0.7	-10.2	-0.3
Nc1nc(-c2cccc(F)c2)cs1	-2.5	-3.4	-0.1	-5.4	1.8	1.7	-7.4	-3.5	-6.3
CCOC(=O)C1=NNC(C(=O)c2ccccc2)C1c1ccc(Cl)cc1 (configuration not stated)	2.2	1.0	0.0	4.1	3.8	2.7	5.3	11.1	-1.3
CCc1nn(CCCC(=O)Nc2ccc(C)c(C)c2)c(=O)c2cc3occc3n12	-9.4	-1.1	-0.1	2.6	0.0	-1.9	15.5	3.3	0.2
Cc1ccc2nc(SCC(=O)c3c(N)n(C)c(=O)n(C)c3=O)[nH]c2c1	-8.1	-19.2	-0.1	-3.9	-1.4	-7.2	1.3	-21.8	-1.2
COc1ccc(S(=O)Cc2ccc(C(=O)N3CCN(c4cccc(C)c4C)CC3)o2)cc1 (configuration not stated)	-5.3	2.1	0.0	2.9	1.1	-2.5	6.6	-6.2	-2.1
CCC(CC)COC(=O)C1=C(C)NC(=O)NC1c1ccc2c(c1)OCO2 (configuration not stated)	2.5	1.7	0.1	-2.1	3.1	8.0	7.5	4.1	2.4
CCOC(=O)N1CCC(NC(=O)C2CCCCN2S(=O)(=O)c2ccc(F)cc2)CC1 (configuration not stated)	12.1	8.3	0.3	7.4	-5.2	-8.0	-20.6	5.5	-1.2
NS(=O)(=O)c1ccc(CCNC(=O)c2ccc(=O)[nH]c2)cc1	3.2	4.4	-0.1	2.9	2.2	-0.7	-15.8	9.8	-6.4
Cc1ccc(NC(=S)N2CCN(Cc3ccc4c(c3)OCO4)CC2)c(C)c1	-9.2	3.9	-0.1	0.9	1.3	1.3	-3.6	-6.3	-6.5
COc1cccc(C(=O)NCCS(=O)(=O)N2CCCC2)c1	6.3	-0.2	-0.1	-4.8	-2.4	-3.9	0.2	-10.9	-0.9
COc1ccccc1NC(=O)C(=O)NCCC1CCCCN1S(=O)(=O)c1ccccc1 (configuration not stated)	0.3	-0.8	0.0	8.3	3.0	-2.1	6.4	-3.7	-3.9
OCCn1c(SCCOc2ccccc2)nc2ccccc21	13.8	3.8	-0.2	4.1	-0.2	2.6	-13.5	-2.1	0.7
CN(C1(C)CCS(=O)(=O)C1)S(=O)(=O)c1ccc(F)cc1 (configuration not stated)	2.8	-0.9	-0.1	2.1	0.2	-3.1	-3.9	26.6	-2.4
CCn1c(=O)c(=O)[nH]c2c(=O)oc3ccc(S(=O)(=O)Nc4ccccc4)cc3c21	6.9	3.3	0.0	5.1	1.7	2.3	-7.8	4.5	-3.3
O=C(Nc1sc2c(c1C(=O)O)CCCC2)c1ccc(Cl)cc1	-1.9	3.1	-0.2	12.5	0.4	4.1	12.0	3.0	-0.6
CC(C)(C)Nc1nc(Oc2ccc(=O)[nH]n2)nc(N2CCOCC2)n1	6.4	1.5	-0.1	-7.3	0.6	-0.6	-1.7	-2.8	-1.3
COc1ccc(CCC(=O)Nc2ccc(Cl)c(S(=O)(=O)N3CCCC3)c2)cc1	5.9	4.6	-0.1	-6.3	2.8	5.8	1.6	10.6	-2.7
Cc1cc(=O)oc2cc(OC(C)C(=O)NCc3ccccn3)ccc12 (configuration not stated)	2.2	2.9	-0.1	5.3	-1.9	-0.5	-15.0	4.0	-0.3
Cc1ccc(S(=O)(=O)N2CCN(c3ncnc4scc(-c5ccc(F)cc5)c34)CC2)cc1	11.6	3.2	0.0	-0.5	0.2	2.3	20.2	-1.2	1.2
COc1cc(C2C3=C(CC(C)(C)CC3=O)NC3=C2C(=O)c2ccccc23)ccc1O (configuration not stated)	-7.2	5.0	0.2	-6.8	-0.4	2.0	-31.5	2.6	2.4
Cn1nc(NC(=O)C(C)(C)C)c2c(F)cccc21	0.1	-4.0	0.0	3.5	0.0	-1.4	-5.0	35.1	-1.3
C[C@H](C(=O)CC(=O)OC(C)(C)C)[C@H](O)c1ccc(C(F)(F)F)cc1	2.5	0.2	-0.1	-2.1	0.9	-1.6	3.4	1.4	1.4

Bioassay records from PubChem.
